Assay outcomes: PubChem BioAssay, National Center for Advancing Translational Sciences (NCATS)
Pin1 inhibitor = qHTS Assay to Find Inhibitors of Pin1 | Peptidyl-prolyl cis-trans isomerase NIMA-interacting 1 (Homo sapiens), Q13526 | Pin1 FP peptide displacement, HiFluor488, 10 min | Potency, µM (doses to about 115 µM), for the others: top-dose activity, negative = inhibition, usual class: inhibitors | hit rate 0.009% among 390,000 | AID 504891, 2011; active = well fitted inhibition curve with a large enough effect in the polarisation, with a control signal flat, not every such curve was filed as active; inconclusive = small, poorly fitted or top-dose-only effect, or effect the other way, or a change in a side signal; inactive = no such curve, though single readings can be large or run the other way; the % refers to the polarisation; note: % is set by controls: 0 for no effect and ±100 for the full control effect
Target sequence (Q13526 whole entry, looked up): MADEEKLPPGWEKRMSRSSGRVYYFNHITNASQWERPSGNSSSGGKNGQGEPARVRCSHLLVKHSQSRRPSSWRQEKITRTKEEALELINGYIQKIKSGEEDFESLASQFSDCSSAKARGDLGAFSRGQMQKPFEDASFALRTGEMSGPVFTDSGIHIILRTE
Tb PGK inh = qHTS Assay to Find Inhibitors of Phosphoglycerate Kinase; AID 602233, 2012; PGK/GAPDH coupled, Kinase-Glo luminescence, 60 min; Potency, µM (top dose mostly 57.5 µM), inactives show at the highest dose activity change, negative = inhibition, hits mostly inhibitors; hit rate 0.043% among 380,000; Phosphoglycerate kinase, glycosomal (Trypanosoma brucei brucei), P07378; note: % is set by controls: 0 for no effect and ±100 for the full control effect; nearly all actives have a fitted effect of over 60% in size
Target sequence (P07378 whole entry, looked up): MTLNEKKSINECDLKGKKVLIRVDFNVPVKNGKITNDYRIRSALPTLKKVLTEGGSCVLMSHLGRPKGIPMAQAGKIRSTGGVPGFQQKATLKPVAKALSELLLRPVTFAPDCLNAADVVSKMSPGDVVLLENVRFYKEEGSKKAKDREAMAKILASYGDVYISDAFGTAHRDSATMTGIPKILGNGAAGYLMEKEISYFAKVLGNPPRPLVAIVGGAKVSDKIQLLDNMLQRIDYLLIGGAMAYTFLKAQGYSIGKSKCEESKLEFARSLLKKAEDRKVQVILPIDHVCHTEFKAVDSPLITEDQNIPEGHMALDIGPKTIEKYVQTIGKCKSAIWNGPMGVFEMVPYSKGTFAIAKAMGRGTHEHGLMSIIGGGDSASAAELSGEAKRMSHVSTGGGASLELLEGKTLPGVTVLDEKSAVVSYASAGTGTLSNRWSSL
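Luminescent ATP detection (Kinase-Glo Plus) follows a 60-minute room-temperature incubation, with wells lacking PGK as controls. Buffer: 100 mM TEA (pH 7.6), 5 mM MgCl2, 0.01% Tween-20. Coupling enzyme GAPDH (100 nM final) supplies unstable 1,3-BPG in-well.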
G9a inh = qHTS Assay for Inhibitors of Histone Lysine Methyltransferase G9a; G9a H3K9 monomethylation, AlphaScreen, 2 h; Potency, µM (doses to about 102 µM), for inactives: at the highest dose activity, negative = inhibition, hits mostly inhibitors; hit rate 8.8% among 350,000; Histone-lysine N-methyltransferase EHMT2 (Homo sapiens), Q96KQ7; note: % is set by controls: 0 for no effect and ±100 for the full control effect; nearly all actives have a fitted effect of over 75% in size
Target sequence (Q96KQ7 913-1193 limits assumed): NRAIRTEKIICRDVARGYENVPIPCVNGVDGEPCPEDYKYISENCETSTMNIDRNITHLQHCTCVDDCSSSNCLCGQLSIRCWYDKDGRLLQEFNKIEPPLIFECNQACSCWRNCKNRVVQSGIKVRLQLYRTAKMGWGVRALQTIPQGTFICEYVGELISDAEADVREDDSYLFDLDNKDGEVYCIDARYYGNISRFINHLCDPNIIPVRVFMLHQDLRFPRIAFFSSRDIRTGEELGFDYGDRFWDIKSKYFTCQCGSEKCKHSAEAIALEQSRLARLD
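Readings reflect AlphaScreen signal from monomethyl-H3K9 antibody detection. HMT at 20 nM; substrate b-H3K9 500 nM; cofactor SAM 20 uM; 2 h RT reaction; compounds tested as titrations in qHTS with 15 min preincubation.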
JMJD2A Tudor = qHTS Assay for Inhibitors of JMJD2A-Tudor Domain | Lysine-specific demethylase 4A (Homo sapiens), O75164 | AlphaScreen JMJD2A-Tudor / H3K4me3 peptide binding | Potency, µM (highest dose often 114 µM), inactives show top-dose activity change, negative = inhibition, hits mostly inhibitors | hit rate 4.4% among 390,000 | AID 504339, 2011; note: % is set by controls: 0 for no effect and ±100 for the full control effect; nearly all actives have a fitted effect of over 50% in size
HP1b chromo inh = HTS for Inhibitors of HP1-beta Chromodomain Interactions with Methylated Histone Tails; Chromobox protein homolog 1 (Homo sapiens), P83916; AlphaScreen HP1-beta / biotin-H3K9me3 peptide binding; Potency, µM (top dose mostly 114 µM), without a hit: at the highest dose activity change, negative = inhibition, hits mostly inhibitors; hit rate 0.56% among 390,000; AID 540317, 2011; note: nearly all actives have a fitted effect of over 70% in size; inactives centre near 23
Target sequence (P83916 whole entry, looked up): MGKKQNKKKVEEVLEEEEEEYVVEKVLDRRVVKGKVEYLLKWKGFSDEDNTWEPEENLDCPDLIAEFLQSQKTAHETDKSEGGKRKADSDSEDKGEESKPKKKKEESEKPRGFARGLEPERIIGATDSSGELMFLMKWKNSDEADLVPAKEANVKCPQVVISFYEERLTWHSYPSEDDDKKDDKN
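HP1-beta protein (50 nM final) preincubated 30 min at room temperature with biotinylated H3(1-18)K9me3 peptide (50 nM) in PBS pH 7.4, 0.01% Tween-20, then compound added for 30 min. AlphaScreen streptavidin donor/nickel chelate acceptor beads (10 ug/mL final), 30 min dark, luminescence read.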
BAZ2B block = qHTS Assay for Inhibitors of BAZ2B | Bromodomain adjacent to zinc finger domain protein 2B (Homo sapiens), Q9UIF8 | Potency, µM (highest dose often 114 µM), for the others: at the top dose activity change, negative = inhibition, most hits filed as inhibitors | hit rate 4.4% among 360,000 | AlphaScreen BAZ2B-H3K14Ac peptide displacement; note: % is set by controls: 0 for no effect and ±100 for the full control effect; nearly all actives have a fitted effect of over 60% in size
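BAZ2B (50 nM) with biotin-H3(5-23)K14Ac peptide (50 nM) in PBS pH 7.4, 0.01% Tween-20, preformed 30 min, then compound 30 min at room temperature; top concentration 110uM. AlphaScreen streptavidin donor/nickel chelate acceptor beads (10 ug/mL final), 20 min dark, signal read.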
BLM inh = qHTS Assay for Inhibitors of Bloom's syndrome helicase (BLM); RecQ-like DNA helicase BLM (Homo sapiens), P54132; recombinant BLM DNA unwinding, fluorescence dequenching; hit rate 0.2% among 350,000; AID 2528, 2010; Potency, µM (top dose mostly 56.1 µM), without a hit: at the top dose activity change, negative = inhibition, actives largely listed as inhibitors;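 note: plate controls were vehicle for no effect and no enzyme for full effect; nearly all actives have a fitted effect of over 35% in size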
POLI inh = qHTS for Inhibitors of Polymerase Iota | DNA polymerase iota (Homo sapiens), Q9UNA4 | Pol iota fluorescent replication assay, 10 min | Potency, µM (titrated, usually from 115 µM), for the others: top-dose activity, negative = inhibition, usual class: inhibitors | hit rate 1% among 390,000 | AID 588590, 2011
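Fluorescent replication assay read twice, at 0 min and 10 min after adding 50 nM (final) substrate. Enzyme (10 nM) and compounds were first incubated 15 min at room temperature; enzyme-free buffer wells were negative controls.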
GLS inh = qHTS for Inhibitors of Glutaminase (GLS) | Glutaminase kidney isoform, mitochondrial (Homo sapiens), O94925 | GLS enzymatic activity, qHTS titration | Potency, µM (doses to about 45.5 µM), inactives show top-dose activity change, negative = inhibition, actives largely listed as inhibitors | hit rate 0.21% among 410,000 | AID 624170, 2012; note: % is set by controls: 0 for no effect and ±100 for the full control effect
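Human kidney-isoform GLS in 45 mM KH2PO4 pH 8.2, 0.02% Tween-20, with compound, started with 1mM L-Glutamine (added stock). Glutamate oxidase/HRP/Amplex red coupled fluorescence read at start and after 30 min at RT.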
Active calls of the source: *; i = inactive; ? = inconclusive; . = not tested or not shown; & = joins results of further samples; [ ] = remark or other dose. Unless noted, calls come from the whole dose curve; as a rule, active = well fitted curve in the direction sought with a large enough effect; inconclusive = small, poorly fitted or top-dose-only effect, or another doubt; inactive = no such curve, though single readings can be large; an effect the other way counts as inactive or inconclusive. Potency is the fitted concentration of half-maximal effect.

cpd	Pin1 inhibitor	Tb PGK inh	G9a inh	JMJD2A Tudor	HP1b chromo inh	BAZ2B block	BLM inh	POLI inh	GLS inh	canonical_smiles
1	-2%	i	-4%	5%	63%[activator]	-14%	1%	2%	-8%	Nc1ccc(C(=O)O)cc1[N+](=O)[O-]
2	1%	-2%	.	-11%	45%[activator]	.	.	?	-15%	O=C(c1ccco1)N1CCN(C(=O)c2cccn3c(=O)c4c5c(sc4nc23)CCCC5)CC1
3	1%	-5%	-9%[2.33 µM]	?	13%	-32%	.	?	21%	COc1cc(CCCN2CCNC[C@H]2Cc2ccc(O)cc2)cc(OC)c1OC
4	0%	-2%	-1%[59 µM]	-5%	8%	8%	0%	158%[activator]	14%	O=C(Nc1ccccc1)N1CCC(=S)Nc2ccccc21
5	2%	2%	10%[12.7 µM]	-17%	26%	-2%	.	-3%	0%	Cc1ccc(Nc2nc(N)nc(COC(=O)C3=COCCO3)n2)cc1
6	2%	i	25%[12.7 µM]	-10%	12%	5%	-9%	?	1%	Cc1nc(-c2ccc(Cl)cc2)sc1C1(C)CC(c2ccc(C#N)cc2)=NO1 (stereo unspecified)
7	-4%	i	6%[59 µM]	-28%	-3%	-11%	4%	-4%	24%	COc1ccc(CNC(=O)CCC2N=C3c4ccccc4N=C(SCC(=O)NCCc4ccc(OC)c(OC)c4)N3C2=O)cc1 (stereo unspecified)
8	-2%	i	-11%[59 µM]	-25%	2%	?	-25%	-8%	-3%	CCOC(=O)C(C)On1c(-c2cccc(Cl)c2)nc2ccc([N+](=O)[O-])cc21 (stereo unspecified)
9	-1%	-6%	18%[59 µM]	-2%	25%	5%	-12%	21%	-3%	Cc1ccc(-c2noc(CN(C(=O)C(c3ccccc3)c3ccccc3)C(C)C)n2)cc1
10	-8%&1%	.	.	-2%&-4%	34%&21%[activator]	.	.	?	.	Fc1ccc(CNc2ncnc3nc[nH]c23)cc1
11	-4%	8%	?	-5%	31%	-6%	-1%	19%	6%	CC(Cc1ccccc1)C(=O)NCc1nc2ccccc2s1 (stereo unspecified)
12	-8%	1%	.	-23%	1%	.	.	-13%	17%	O=C(NCc1ccccc1)C1=C[C@@H](c2ccc3c(c2)OCO3)C[C@@H](OCCCCO)O1
13	4%	3%	-7%	-20%	8%	4%	-4%	6%	18%	O=C(CCn1c2c(c3ccccc31)CCCC2)NNC(=O)c1ccccc1[N+](=O)[O-]
14	-4%	2%	-10%[59 µM]	-10%	11%	-1%	-3%	8%	14%	O=c1c2ccccc2nc(/C=C/c2c[nH]c3ccccc23)n1-c1ccc([N+](=O)[O-])cc1
15	1%	-1%	-24%	?	30%	-34%	-12%	-9%	-10%	CC(C)(NS(=O)(=O)OCC(Cl)(Cl)Cl)c1ccccc1
16	-2%	-3%	28µM*	-1%	27%	-10%	2%	14%	-3%	COc1cc(NC(=S)NCCCO)c(OC)cc1Cl
17	13%	0%	-40%	-4%	39%	-1%	-11%	71%[activator]	2%	CCOC(=O)c1sc2nc(-c3cccnc3)ccc2c1N
18	5%	-5%	-5%	-18%	35%	11%	-3%	59%[activator]	24%	NC(=O)CSc1ncc(-c2ccccc2)[nH]1
19	-2%	i	15%	-11%	28%	-7%	0%	-1%	-6%	COC(=O)c1ccccc1NC(=O)CSc1nnc(C(C)NC(=O)c2ccc(Cl)cc2Cl)n1C (stereo unspecified)
20	5%	-9%	?	-5%	14%	6%	-3%	13%	52%[activator]	O=S(=O)(Nc1ccc(N2CCOCC2)cc1)c1ccccc1
21	3%	-2%	.	-5%	59%[activator]	-37%	3%	-10%	-12%	O=C(Cn1cnc2ccccc21)c1ccccc1
22	-3%	1%	-28%[59 µM]	?	34%	-5%	0%	16%	5%	Cc1ccc(-c2nn[nH]n2)o1
23	1%	.	0%	12%	79%[activator]	24%	-3%	-10%	2%	C=CCNc1nc2ccccc2nc1NS(=O)(=O)c1cccc(C)c1
24	-2%	-5%	-30%[12.7 µM]	-1%	25%	-3%	-3%	-10%	46%[activator]	CCN1C(=O)CC(N2CCN(c3ccc(OC)cc3)CC2)C1=O (stereo unspecified)
25	7%	-4%	12%[59 µM]	0%[11.4 µM]	-4%	10%	3%	7%	8%	COC(=O)c1ccc(NC(=O)CSc2nc3cccnc3n2C)cc1

Next part:
cpd	Pin1 inhibitor	Tb PGK inh	G9a inh	JMJD2A Tudor	HP1b chromo inh	BAZ2B block	BLM inh	POLI inh	GLS inh	canonical_smiles
26	-1%	3%	12%	-8%	9%	2%	-5%	-5%	-4%	CCOc1ccc2[nH]c(=O)c(CN(CCCO)S(=O)(=O)c3ccc(F)cc3)cc2c1
27	-5%	-6%	-40%	-33%	4%	-7%	-4%	14%	-2%	CCCC(=O)N1CCC(CCC(=O)NC2CC2)CC1
28	14%	i	-1%[12.7 µM]	-12%	11%	-26%	-2%	5%	18%	COc1cc(NC2=CC(=O)CC(C)(C)C2)cc(OC)c1
29	-1%	-9%	.	-14%	53%[activator]	-4%	-1%	2%	18%	CCc1c(O)nc(SCC(=O)N2CCc3cc(OC)c(OC)cc3[C@@H]2C)[nH]c1=O
30	-5%	1%	.	-11%	60%[activator]	10%	-2%	14%	10%	O=C(NNC(=O)c1ccccc1Br)c1ccc(Cl)c(Cl)c1
31	2%	-9%	?	-13%	4%	-19%	0%	18%	5%	CCN(CC)CCNC(=O)c1ccc(-c2nc(CS(=O)(=O)c3ccc(C)cc3)c(C)o2)cc1
32	-2%	-1%	-41%[59 µM]	-6%	19%	-15%	0%	0%[58.9 µM]	-2%	Cc1cc(C)cc(NC(=O)C2CCCN(c3nc(C)cc(C)n3)C2)c1 (stereo unspecified)
33	-3%	-5%	-32%	-23%	12%	-23%	-8%	-14%	16%	COc1ccc(C(=O)C2CCN(C(=S)Nc3ccc(F)cc3)CC2)cc1
34	2%	-5%	?	-6%	47%[activator]	0%	-4%	-4%	0%	COCc1c(C(=O)N/N=C\c2cccnc2)nnn1-c1nonc1N
35	19%	-9%	8%	-14%	-6%	6%	0%	-45%	4%	COc1ccccc1NC(=O)CSc1nc2sc(C)c(C)c2c(=O)n1C
36	-1%	-2%	?	-3%	35%	-17%	0%	22%	-7%	Fc1cc(Br)ccc1NC(=S)Nc1cccnc1
37	4%	12%	.	-6%	11%[57 µM]	.	.	?	3%	NC(=O)C1(C(=O)O)OC1(c1ccc(Cl)cc1)c1ccccc1Cl (stereo unspecified)
38	-1%	-10%	-11%	-8%	-3%	-14%	2%	6%	1%	CCOC(=O)c1nc(C)n(-c2ccc([N+](=O)[O-])cc2)n1
39	4%	i	.	-1%	32%	.	.	17%	-5%	O=C(CN1C(=O)NC2(CCc3ccccc32)C1=O)c1cccs1 (stereo unspecified)
40	-4%	-2%	?	-19%	13%	-3%	-1%	5%	35%[activator]	CCOc1ccc(N2C(=O)CC(N(O)c3ccccc3)C2=O)cc1 (stereo unspecified)
41	-4%	-2%	9%	-12%	39%	-2%	-2%	17%	2%	Cc1ncc([N+](=O)[O-])n1CC(=O)N/N=C/c1ccc(F)cc1
42	-1%	-1%	43%	0%	30%	-1%	1%	?	3%	Cc1cccc(C)c1NC(=O)CSC(=S)N1CCCC1
43	-3%	-1%	-41%	-26%	18%	-10%	-13%	-2%	-3%	COc1ccc(/C=N/Nc2nc(C)c([N+](=O)[O-])c(N(C)c3ccccc3)n2)cc1OC
44	2%	.	18%[59 µM]	-10%	24%	1%	-2%	39%[activator]	0%	Cc1cccc(C(=O)N/N=C/c2ccc(OC3CSC3)cc2)c1
45	16%	-10%	2%[59 µM]	-26%	12%[57 µM]	-20%	-5%	31%[activator]	-7%	COc1cccc(CN2C(=O)c3ccccc3Sc3ccc(C(=O)OCc4ccco4)cc32)c1
46	1%	-1%	24%	-8%	-4%	-6%	-2%	40%[activator]	13%	CCOCCCNC(=O)C1CCCN1C(=O)Nc1ccccc1[N+](=O)[O-] (stereo unspecified)
47	-4%	4%	17%[2.33 µM]	-33%	-11%	-7%	-2%	7%	9%	CC1(C)C2CCC13CS(=O)(=O)N[C@@H]3C2 (stereo partly specified)
48	-4%	0%	-32%	5%	28%	?	-20%	8%	0%	CCSC1=C(C#N)C(c2ccc3c(c2)OCO3)C2=C(CCCC2=O)N1 (stereo unspecified)
49	-9%	2%	4%[59 µM]	-2%	-4%	-9%	-1%	-9%	-11%	CC(C)Cc1nn2c(=O)cc(COC(=O)c3ccc(NC(=O)c4cccs4)cc3)nc2s1
50	-8%	-6%	-3%	10µM*	-24%	-19%	-5%	?	0%	NC(=O)C1CCN(c2cc(Cl)nc(N)n2)CC1

Single records (already shown). Values in the order: Pin1 inhibitor | Tb PGK inh | G9a inh | JMJD2A Tudor | HP1b chromo inh | BAZ2B block | BLM inh | POLI inh | GLS inh
Cc1cccc(C(=O)N/N=C/c2ccc(OC3CSC3)cc2)c1 in the list: 2% | . | 18%[59 µM] | -10% | 24% | 1% | -2% | 39%[activator] | 0%
CCOCCCNC(=O)C1CCCN1C(=O)Nc1ccccc1[N+](=O)[O-] (stereo unspecified) in the list: 1% | -1% | 24% | -8% | -4% | -6% | -2% | 40%[activator] | 13%
NC(=O)C1CCN(c2cc(Cl)nc(N)n2)CC1 in the list: -8% | -6% | -3% | 10µM* | -24% | -19% | -5% | ? | 0%
COc1cc(NC2=CC(=O)CC(C)(C)C2)cc(OC)c1 in the list: 14% | i | -1%[12.7 µM] | -12% | 11% | -26% | -2% | 5% | 18%

Not all compounds are listed; the hit share may differ from the screen's.
